Screening results: PubChem BioAssay, Broad Institute
dFosB activator = enhances mouse delta FosB homodimer DNA binding; P13346; purified delta FosB, TAMRA-CDK5 oligo fluorescence polarization; percent of positive-control signal above neutral wells; hit rate 0.99% among 340,000; activation, % at 25 µM;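 active means mean activation above about 17%, with every replicate also reaching it, limit read from the data, passing the limit was not always enough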;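 further: fluorescence polarization rise as delta FosB binds a TAMRA Cdk5 AP-1 oligo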
Target sequence (P13346 whole entry, looked up): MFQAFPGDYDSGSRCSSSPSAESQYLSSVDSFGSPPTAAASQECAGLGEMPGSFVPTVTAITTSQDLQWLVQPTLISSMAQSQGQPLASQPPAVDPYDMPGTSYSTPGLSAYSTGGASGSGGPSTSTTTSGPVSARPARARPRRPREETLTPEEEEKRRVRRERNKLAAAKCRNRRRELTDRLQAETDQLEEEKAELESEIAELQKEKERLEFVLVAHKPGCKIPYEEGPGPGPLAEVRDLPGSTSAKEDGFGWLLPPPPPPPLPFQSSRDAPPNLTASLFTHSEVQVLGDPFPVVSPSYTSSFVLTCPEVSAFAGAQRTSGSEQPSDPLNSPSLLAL
MITF TRPM1 HTS = activators of MITF-driven TRPM1 promoter activity in SK-MEL-5 cells; SK-MEL-5 TRPM1-promoter luciferase, 24 h; % of positive control, neutral wells = 0; activation, % at 12.5 µM; hit rate 0.75% among 300,000; AID 588334;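 active means mean activation of at least 80% with every replicate also reaching 80%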;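 further: 0% = neutral control wells and 100% = parthenolide positive control wells; values of inactives mirror those of a sister screen read the other way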
SR-BI DiI-HDL act = enhances SR-BI lipid uptake from DiI-HDL | CHO ldlA[mSR-BI] cells, DiI-HDL uptake fluorescence, 3 h; 100 = double the neutral-control signal | activation, % at 12.5 µM | hit rate 0.096% among 320,000 | AID 504775;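 active means mean replicate activation of at least 60% and every replicate at or above 60%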;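 further: 0% = median plate neutral-control signal and 100% = twice that signal; values of inactives mirror those of a sister screen read the other way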
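Test system: SR-BI-overexpressing, LDLR-lacking CHO cells. Measured by: DiI fluorescence, bottom read. Medium: Ham's F12 with 0.5% BSA, HEPES 25 mM, pH 7.4. Timing: 3 h uptake period with compound, 37 °C.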
NSD2 inh = inhibitors of human histone methyltransferase NSD2 | O96028 | NSD2 peptide methylation, AlphaScreen, 120 min | inhibition, % at 12.5 µM | hit rate 0.54% among 310,000 | AID 743445; in the data active means inhibition above about 50%
PvdQ acylase = P. aeruginosa PvdQ acylase inhibition | inhibition, % at 10 µM | purified PvdQ acylase, fluorescence plate reader | AID 488965 | hit rate 0.063% among 340,000; in the data active means inhibition above about 30%, passing the limit was not always enough;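 further: 0% = vehicle neutral wells and 100% = reference inhibitor wells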
Rtt109 Vps75 = inhibitors of Candida albicans Rtt109/Vps75 histone acetyltransferase; Q5AAJ8; purified Rtt109/Vps75, ThioGlo CoA-SH fluorescence, 4 h; inhibition, % at 34.9 µM; hit rate 0.16% among 330,000; AID 540336;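 active means inhibition of at least 50% in every replicate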
CAL PDZ FP-1 = blocks peptide binding to the human CAL PDZ domain; AID 602252; hit rate 0.92% among 300,000; Q9HD26; purified CAL PDZ, TMR-peptide fluorescence polarization, 1 h; inhibition, % at 24.9 µM;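 active means mean inhibition of at least 30% with at least half of replicates also reaching 30%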;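 further: 0% = DMSO neutral control and 100% = excess unlabeled competitor peptide PRC23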
PfHsp90 set2 = growth inhibition of yeast expressing Plasmodium Hsp90; inhibition, % at 9.4 µM; hit rate 0.32% among 310,000; S. cerevisiae expressing PfHsp90, BacTiter-Glo ATP, 48 h; yeast lacking PDR1 and PDR3 efflux regulators; AID 504621;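 active means every replicate shows inhibition above about 80%, whatever the replicate mean, limit read from the data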;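 further: 0% = DMSO neutral controls and 100% = 20 µM radicicol positive controls; yeast relying on Plasmodium falciparum Hsp90 in place of its own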
CAL PDZ FP-2 = human CAL PDZ-peptide interaction inhibition; purified CAL PDZ, TMR-peptide fluorescence polarization, 1 h; inhibition, % at 20 µM; hit rate 0.02% among 330,000; AID 504414;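 active means highest replicate inhibition of at least 40%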;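 further: plate controls were DMSO neutral control wells for no effect and unlabeled competitor peptide control wells for full effect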
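Test system: purified CerCALP PDZ construct; Compound dosing: one concentration, 20 µM compound; Also added: TMR-labelled reporter peptide T*-PRC34 bound in PDZ groove; Read-out: inhibition from polarization loss; Controls: unlabelled peptide and DMSO controls; Signal: FP readout, S and P plane fluorescence; Incubation: 1 h at RT.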
SR-BI HDL uptake = mouse SR-BI HDL lipid transfer inhibition | inhibition, % at 12.5 µM | ldlA[mSR-BI] CHO cells, DiI-HDL uptake fluorescence, 3 h | hit rate 0.96% among 320,000 | AID 488896;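 active means mean replicate inhibition of at least 70% and a set share of replicates each scoring 70 or more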;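 further: 0% = median of neutral control wells and 100% = median of positive control wells; values of inactives mirror those of a sister screen read the other way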
Target sequence (Q61009 whole entry, looked up): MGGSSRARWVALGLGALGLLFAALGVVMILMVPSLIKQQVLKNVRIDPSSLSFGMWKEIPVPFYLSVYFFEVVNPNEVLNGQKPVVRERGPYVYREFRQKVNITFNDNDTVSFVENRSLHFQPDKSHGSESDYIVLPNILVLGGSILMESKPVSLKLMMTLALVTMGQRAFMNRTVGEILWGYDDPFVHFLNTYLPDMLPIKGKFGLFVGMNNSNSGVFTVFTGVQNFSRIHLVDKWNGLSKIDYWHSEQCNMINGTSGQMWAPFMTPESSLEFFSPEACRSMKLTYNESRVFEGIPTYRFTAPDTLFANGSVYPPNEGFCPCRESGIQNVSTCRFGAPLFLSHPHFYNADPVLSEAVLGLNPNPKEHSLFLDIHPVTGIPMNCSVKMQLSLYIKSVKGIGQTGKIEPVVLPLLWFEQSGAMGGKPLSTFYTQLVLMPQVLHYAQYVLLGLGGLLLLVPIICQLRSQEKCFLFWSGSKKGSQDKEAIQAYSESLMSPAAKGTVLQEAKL
* hit, by the source's call; nt = not tested or not shown.

structure,SR-BI DiI-HDL act,dFosB activator,PfHsp90 set2,MITF TRPM1 HTS,SR-BI HDL uptake,NSD2 inh,PvdQ acylase,CAL PDZ FP-1,CAL PDZ FP-2,Rtt109 Vps75
CC(C)[C@H](NC(=O)c1ccccc1)C(=O)OCC(=O)c1ccc(S(=O)(=O)N2CCCCC2)cc1,-8,-9,2,-7,8,-2,-5,5,-1.1,-5
COC(=O)c1ccc(C(C(=O)NC2CCCCC2)N(CCc2ccccc2)C(=O)Cc2cccs2)cc1 (configuration not stated),25,-7,-41,1,-25,-1,-10,-3,-0.4,1
COc1ccc(NC(=O)Nc2ccc3nccnc3c2)cc1,0,3,-9,96*,0,2,9,6,1.0,-12
Cc1ccc(NS(=O)(=O)c2cccc(C(=O)n3ncc(C#N)c3N)c2)c(C)c1,5,-9,nt,nt,-5,nt,-17,-5,-1.7,3
C=CCOc1ccc(CNc2ccc3[nH]c(=O)[nH]c3c2)cc1,-29,-7,-23,-1,29,4,-12,-1,0.9,-11
Cc1ccc(S(=O)(=O)c2ccc(Oc3cccc(C)c3)cc2)cc1,-3,-7,-26,8,3,0,-9,-7,-0.6,-7
O=C(CCC1CCCCC1)NCc1ccc(F)cc1,7,5,5,2,-7,-1,-10,-1,0.4,4
CCOC(=O)c1cc(NC(=O)Nc2ccc(OC)c(OC)c2)c(C)nc1C,-2,-3,-10,-3,2,2,-8,-2,nt,-8
CCN1CCN(c2nc(Nc3ccccc3F)nc(N)c2[N+](=O)[O-])CC1,-14,5,18,nt,14,11,-4,-8,0.9,9
Oc1ccc(C(=S)N2CCN(c3cccc(Cl)c3)CC2)cc1,-7,-7,-4,8,7,5,0,1,0.3,18
Cn1c(Nc2ccccc2)cc(=O)n(C)c1=O,4,-4,20,-5,-4,-3,-8,-3,-0.3,2
CCOc1cc(N2CCOCC2)c(OCC)cc1NC(=O)Cn1cnc2c(=O)n(C)c(=O)n(C)c21,26,0,6,-4,-26,-1,-13,2,-1.3,-2
CCOC(=O)c1nncc(-c2ccccc2)n1,0,7,nt,-4,0,nt,10,2,-2.4,-8
CCOc1ccc(N(CC(=O)Nc2c(C)n(C)n(-c3ccccc3)c2=O)S(=O)(=O)c2ccc(F)cc2)cc1,-4,-2,3,2,4,1,5,-1,1.0,2
C/C(=N\N1CCN(c2ccc(Cl)cc2)CC1)c1cccc([N+](=O)[O-])c1,-42,0,26,7,42,4,-13,0,-0.6,nt
NC(=O)c1ccc(NC(=O)CCNC(=O)c2ccco2)cc1,nt,2,5,-14,nt,0,5,-1,-3.7,-2
N#Cc1nc(-c2cccs2)oc1NCc1ccccc1Cl,-5,1,-35,-2,5,2,-8,nt,-0.4,5
O=c1c2ccccc2nc2n1C(CSc1ccc(Cl)cc1)CN2 (configuration not stated),23,5,10,10,-23,-1,-1,nt,-1.8,-1
COc1cccc(-c2noc(-c3cccnc3)n2)c1,1,-18,-35,35,-1,-2,-3,-1,-1.6,-5
O=C(NC(=S)Nc1ccc2c(c1)OCCO2)c1cccc(Br)c1,18,-1,-32,20,-18,0,-4,-3,-3.6,0
CCOC(=O)C1CCN(C(=O)C(C)c2ccc([N+](=O)[O-])cc2)CC1 (configuration not stated),18,-6,-7,11,-18,-1,-11,-1,-2.6,1
Cc1ccc(O)c(NC(=O)c2cc(C)no2)c1,2,2,-1,-5,-2,-1,-12,-2,0.4,1
COC(=O)c1ccc(COC(=O)CNC(=O)c2ccc(-c3ccccc3)cc2)cc1,-11,-3,-47,71,11,32,-4,1,-2.3,-4
CCc1ccc(NC(=O)C2C3C=CC(C4CC34)C2C(=O)O)cc1 (configuration not stated),27,-4,2,43,-27,-3,0,-4,-0.7,nt
Cc1cc(NC(=O)CCCSc2nc(-c3ccco3)cc(C(F)(F)F)n2)no1,22,15,nt,1,-22,-17,2,-3,-0.3,-8
COCC(C)NCc1cc(Br)ccc1OC (configuration not stated),-12,5,-27,1,12,2,-16,1,-0.3,-7
Cc1cc(NC(=O)CSc2ccc3nnc(CCNC(=O)c4ccccc4)n3n2)no1,17,-7,-4,10,-17,0,-14,-3,0.2,5
Cc1cccc(/C=C/c2onc(C)c2S(=O)(=O)N2CCC(C(=O)N3CCC(C)CC3)CC2)c1,-43,-13,4,-16,43,0,3,nt,-1.1,4
C/C(CC(=O)NCc1ccccc1)=N\NC(N)=S,-48,2,-19,2,48,-3,-12,-2,-0.5,-3
O=C(CSc1nnnn1C1CC1)Nc1cccc(S(=O)(=O)N2CCCC2)c1,8,-6,nt,-2,-8,-1,-12,-3,-1.1,4
COCC(=O)Nc1ccc(S(=O)(=O)NCCc2ccccc2)cc1,13,7,nt,5,-13,-1,-1,nt,-0.2,-1
Cc1cc(C)n2cc(CSc3nnnn3C)nc2n1,9,-2,-5,3,-9,-3,-15,-3,0.9,-2
COc1ccc(-c2cc(C(=O)N3CCN(c4ccccc4OC)CC3)no2)cc1OC,nt,-13,-25,16,nt,nt,-4,nt,0.1,4
Cc1ccc(S(=O)(=O)N(C)Cc2cc3ccccc3[nH]c2=O)cc1,5,2,nt,-1,-5,-1,-10,nt,-1.4,0
COc1ccc(/C=C/C(=O)C(C)(C)C)cc1OC,7,-3,-1,-2,-7,1,-13,-5,-0.8,-2
O=C(NCc1ccc(Cl)cc1)C(=O)NCC(c1cccnc1)N1CCN(c2ccc(F)cc2)CC1 (configuration not stated),-21,-13,30,-10,21,1,-6,7,-0.8,3
CCC1NC(=S)N(C2CCCCC2)C1=O (configuration not stated),-1,-10,15,-5,1,0,-11,-4,0.0,-7
Cc1cc(C(=O)Nc2c[nH]c(=O)[nH]c2=O)ccc1[N+](=O)[O-],2,3,-17,4,-2,1,-7,0,-0.9,nt
CCOC(=O)N1CCN(C(=O)c2cccn3c(=O)c4cc(Cl)ccc4nc23)CC1,-5,-7,-36,3,5,6,1,nt,0.5,-77
O=c1cc(O)c2c(=O)n(-c3ccccc3)c3c(c2o1)CCCCCC3,13,-1,17,-17,-13,-2,5,-1,-3.4,-8
O=C(O)c1ccc2c(=O)n(-c3ccccc3F)c(=S)[nH]c2c1,9,-5,-2,-8,-9,-1,1,2,-1.4,-2
O=C(Nc1ccccc1)/C(=C\c1ccncc1)NC(=O)c1ccccc1,-9,-2,nt,nt,9,nt,-5,8,-1.9,2
Nc1nc(-c2ccccc2)c(N=Nc2cccnc2)s1,-23,-9,10,-8,23,0,-3,4,0.5,-7
CC1(c2cnc(Nc3ccccc3)s2)CCC(=O)O1 (configuration not stated),-10,3,0,25,10,1,-9,-3,-3.3,-2
Cc1ccc(S(=O)(=O)N(C)c2ccc(N)cc2)cc1,-18,4,nt,nt,18,-2,-5,-2,-1.1,nt
COc1ccc(NC(=O)NC(C)C2CC3CCC2C3)cc1 (configuration not stated),17,-12,7,7,-17,-2,5,-1,-2.2,nt
COc1cccc(NC(=O)C(NCCc2ccc(S(N)(=O)=O)cc2)c2ccccc2)c1 (configuration not stated),20,-9,-2,-19,-20,-3,0,-6,-1.5,6
Oc1ccc(/C=N/N=C/c2ccc(O)c(O)c2)cc1O,-49,2,21,nt,49,nt,-13,-4,0.8,2
O=C(O)/C=C\c1cccc(-n2nnnc2SCc2ccccc2F)c1,11,0,-9,-1,-11,1,-6,-2,-3.6,6
CC1CCN(C(=O)CSc2nnc(-c3cc4ccccc4cc3O)n2Cc2ccco2)CC1,7,-13,nt,-11,-7,2,-15,-2,-2.8,10

Next part
structure,SR-BI DiI-HDL act,dFosB activator,PfHsp90 set2,MITF TRPM1 HTS,SR-BI HDL uptake,NSD2 inh,PvdQ acylase,CAL PDZ FP-1,CAL PDZ FP-2,Rtt109 Vps75
NS(=O)(=O)c1ccc(NC(=O)CSc2ncnc3ccccc23)cc1,-16,-16,-25,-14,16,3,-9,0,-3.4,nt
Cc1ccc(S(=O)(=O)N[C@@H](Cc2ccccc2)C(=O)N2CCC[C@@H]2C(=O)O)cc1,30,1,7,nt,-30,-3,-20,-3,-0.6,5
CSCCC(NC(=O)OCc1ccccc1)C(=O)NCc1cccnc1 (configuration not stated),-11,-1,-9,0,11,-2,-21,3,-0.5,1
Cc1ccnc(NS(=O)(=O)c2ccc(NS(=O)(=O)c3ccccc3)cc2)n1,14,1,9,-3,-14,2,2,-4,0.1,-4
C=CCNC(=O)c1nc2ccccc2s1,-13,-4,nt,nt,13,-1,-15,-6,-0.1,2
CC(/C=C/c1ccco1)=N/NC(=O)OC(C)(C)C,16,-18,31,33,-16,0,-2,7,-0.9,11
Cn1c(=O)n(CCCO)c(=O)c2c1nc1n2CCCN1Cc1ccccc1,10,-2,-12,3,-10,1,5,2,-2.7,-2
O=C(NC1(C(=O)O)CCCC1)c1ccccc1,1,-6,16,3,-1,-1,-10,-2,-0.5,0
CCOc1ccccc1NC(=O)NC1(C(=O)NCc2cccnc2)CCCCC1,nt,-10,4,-3,nt,0,-5,nt,-0.9,-1
O=C(COC(=O)CNC(=O)c1ccccc1)NCc1ccc2c(c1)OCO2,-20,5,-3,-4,20,-2,-16,nt,-0.9,-2
